HTRA1 inhibitor – blocks human HTRA1 serine peptidase; inhibition, % at 5.96 µM; recombinant HTRA1, FP-rhodamine activity-based probe, fluorescence polarization; Q92743; hit rate 0.5% among 340,000; AID 504803; in the data active means inhibition above about 36%;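 further: 0% = enzyme with DMSO and 100% = wells lacking enzyme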
Target sequence (Q92743 whole entry, looked up): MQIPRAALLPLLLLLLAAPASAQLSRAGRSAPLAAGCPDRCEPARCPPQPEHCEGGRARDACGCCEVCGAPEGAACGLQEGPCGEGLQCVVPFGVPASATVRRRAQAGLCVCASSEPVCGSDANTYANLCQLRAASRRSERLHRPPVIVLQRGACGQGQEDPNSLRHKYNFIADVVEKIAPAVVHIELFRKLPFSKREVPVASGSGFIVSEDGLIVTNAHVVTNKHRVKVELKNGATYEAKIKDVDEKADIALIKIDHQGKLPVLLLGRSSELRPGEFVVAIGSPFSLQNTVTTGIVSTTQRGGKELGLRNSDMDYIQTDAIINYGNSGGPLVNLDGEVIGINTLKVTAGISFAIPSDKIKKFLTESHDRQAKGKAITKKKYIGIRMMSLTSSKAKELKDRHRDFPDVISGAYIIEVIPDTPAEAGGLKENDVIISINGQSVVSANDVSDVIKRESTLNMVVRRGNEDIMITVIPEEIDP
PRMT1 inh – PRMT1 (human) inhibition, primary screen | Q99873 | recombinant PRMT1, activity-based probe fluorescence polarization | inhibition, % at 2.79 µM | hit rate 1.3% among 370,000;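 active means inhibition above about 21% made by adding two undisclosed values, limit read from the data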
ABHD4 inh – inhibitors of mouse ABHD4; Q8VD66; purified mABHD4, FP-Rh probe fluorescence polarization; inhibition, % at 8.92 µM; hit rate 0.54% among 370,000; AID 720543;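 active means inhibition exceeding the mean over every tested compound plus 3 SD, cut at about 30% in these data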;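 further: 0% = plate median of compound wells and 100% = S159A mutant with DMSO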
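Material: mouse ABHD4 enzyme, wild type; Benchmarks: S159A mutant high control, sample median low control; Buffer or medium: HEPES pH 7.0, NaCl, Pluronic buffer; Signal: fluorescence polarization; Read-out: percent inhibition of probe binding, normalized to plate controls; Timing: pre-incubation 45 min, probe exposure 60 min, at 25 °C; Dosing: 8.92 µM, single dose.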
SIAE inh – human SIAE inhibition, primary screen; Q9HAT2; SIAE FP-Rh probe binding, fluorescence polarization; inhibition, % at 9.66 µM; hit rate 0.69% among 370,000; AID 1053197;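 active means inhibition above a cutoff: mean of compounds within the control limits plus 3 SD of those, cut at about 17% in these data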;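 further: 0% = plate median of compound wells and 100% = probe without SIAE protein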
TCR CD3 inh – human TCR-CD3 binding inhibition; hit rate 0.37% among 360,000; inhibition, % at 9.4 µM; TAMRA-labeled TCR probe fluorescence, biochemical; in the data active means inhibition above about 19%;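 further: recombinant mutant TCR 2C K166C tagged with TAMRA read by polarization; 0% = receptor in buffer alone and 100% = receptor with positive control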
LEDGF integ inh – blocks HIV-1 LEDGF/p75-dependent DNA integration. AID 743269. TR-FRET IN-LEDGF/p75 DNA integration, Eu/Cy5. inhibition, % at 3.7 µM. hit rate 0.64% among 370,000;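 active means inhibition above the screen-wide mean plus 3 SD, cut at about 13% in these data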;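 further: signal is the Cy5 over europium emission ratio at 671 and 618 nm; 0% = plate median of compound wells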
TDP2 absorb – blocks human TDP2 phosphodiesterase activity. inhibition, % at 12.8 µM. recombinant TDP2, T5PNP hydrolysis, p-nitrophenol absorbance 415 nm. AID 720702. hit rate 0.34% among 370,000. O95551;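 active means inhibition above the mean of all tested compounds plus 3 SD, set per campaign, cut at about 25% in these data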;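 further: 0% = DMSO with enzyme and 100% = buffer with substrate but no TDP2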
Target sequence (O95551 whole entry, looked up): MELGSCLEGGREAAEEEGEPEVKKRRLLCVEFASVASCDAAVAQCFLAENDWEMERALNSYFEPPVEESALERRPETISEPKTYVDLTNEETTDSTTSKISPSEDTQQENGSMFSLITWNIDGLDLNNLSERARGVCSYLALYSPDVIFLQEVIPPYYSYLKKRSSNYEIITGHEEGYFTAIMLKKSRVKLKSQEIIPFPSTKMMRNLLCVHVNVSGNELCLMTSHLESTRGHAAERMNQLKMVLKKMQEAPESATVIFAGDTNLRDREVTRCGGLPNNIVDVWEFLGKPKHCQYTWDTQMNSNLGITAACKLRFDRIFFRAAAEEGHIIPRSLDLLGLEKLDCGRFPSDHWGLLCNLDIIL
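Test system: human TDP2 enzyme; Input: 120 nM TDP2 per well; Buffer or medium: Mg2+-containing Tris-HCl buffer, pH 7.5; Reagent: 5 mM T5PNP; Dosing: 12.8 µM single point, 1% DMSO; Incubation: reaction 2 h, 37 °C; Detection: p-Nitrophenol epi absorbance; Read-out: % inhibition relative to enzyme-containing and enzyme-free wells; Replicates: single well per compound.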
MBD2 inh – blocks human MBD2 binding to methylated DNA; Q9UBB5; TR-FRET, MBD2 binding to methylated oligonucleotide; inhibition, % at 4.4 µM; hit rate 0.31% among 370,000; AID 686964; in the data active means inhibition above about 13%
rCAG RNA binder – binds r(CAG) RNA repeats; r(CAG) RNA repeat, TO-PRO-1 dye displacement fluorescence; inhibition, % at 3 µM; hit rate 1.3% among 370,000;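 active means inhibition above the plate cutoff, the mean of all test compounds on that plate plus 3 SD, cut at about 35% in these data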;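 further: 0% = DMSO alone and 100% = 100 µM mitoxantrone as full dye displacement; higher means more dye released from RNA so lower well fluorescence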
NPR2 activator – GC-B (human) receptor activation; P20594; HEK293-GC-B cells, CNP EC30, cGMP TR-FRET; 0% at EC30 CNP, 100% saturating CNP; activation, % at 10 µM; hit rate 0.11% among 370,000; AID 1920062;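 active means activation at 10 µM reaching about 35% in either raw or pattern-adjusted values, limit read from the data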
The depositor's hits bear a star; . = no result given. Not all compounds are listed; the hit share may differ from the screen's.

The opening 2 entries, ahead of the listing:
SMILES	HTRA1 inhibitor	PRMT1 inh	ABHD4 inh	SIAE inh	TCR CD3 inh	LEDGF integ inh	TDP2 absorb	MBD2 inh	rCAG RNA binder	NPR2 activator
O=C1CC(c2ccccc2)CC(=O)C1CS(=O)(=O)c1ccccc1 (centres undefined)	4.3	19.7	0.1	-2.1	-1.3	5.3	-1.7	2.9	7.7	4.2
Cc1cccc(NC(=O)c2cc(NC(=O)C3CCCCC3C(=O)O)ccc2N2CCOCC2)c1 (centres undefined)	3.2	0.7	-7.6	10.8	-5.6	-2.5	-3.9	1.8	13.8	-8.1

This part in full, from the start:
SMILES	HTRA1 inhibitor	PRMT1 inh	ABHD4 inh	SIAE inh	TCR CD3 inh	LEDGF integ inh	TDP2 absorb	MBD2 inh	rCAG RNA binder	NPR2 activator
O=C1CC(c2ccccc2)CC(=O)C1CS(=O)(=O)c1ccccc1 (centres undefined)	4.3	19.7	0.1	-2.1	-1.3	5.3	-1.7	2.9	7.7	4.2
Cc1cccc(NC(=O)c2cc(NC(=O)C3CCCCC3C(=O)O)ccc2N2CCOCC2)c1 (centres undefined)	3.2	0.7	-7.6	10.8	-5.6	-2.5	-3.9	1.8	13.8	-8.1
Cc1ccc(Cn2c(C3CCCN3c3nc(-c4cc(Cl)c(N)c(Cl)c4)cs3)nc3cc(C(=O)NCCCO)ccc32)cc1 (centres undefined)	-11.6	5.3	-0.1	3.3	-6.6	-0.3	11.7	2.8	12.4	6.0
Cc1cccc(C)c1NC(=S)NCCc1ccc(O)c(O)c1	47.6*	10.1	14.9	9.2	2.5	-1.9	-10.2	5.0	-0.7	1.1
CCCN(S(=O)(=O)c1ccccc1F)S(=O)(=O)c1ccccc1Br	-11.4	-0.1	3.2	5.5	1.1	1.8	19.9	-5.4	0.0	-0.8
Cc1c(CNC(=O)c2c([N+](=O)[O-])cnn2C)cnn1C	4.4	-0.9	0.8	5.6	3.6	-2.1	-12.2	-2.5	5.4	-0.1
O=C(CSc1ncccn1)Nc1ccc2c(c1)CCC2	0.5	-2.7	-4.1	-0.8	-1.3	1.1	6.8	2.6	-1.8	-4.0
C[C@H]1CN([C@@H](C)CO)C(=O)c2cc(NC(=O)CCN3CCOCC3)ccc2O[C@H]1CN(C)C(=O)Nc1ccc(F)cc1	0.6	-1.0	-3.5	-1.3	8.9	-1.0	-11.1	-5.9	-0.4	4.0
COC(=O)c1ccc(NC(=O)C(=O)NCC2CCCO2)cc1 (centres undefined)	-1.9	-3.3	0.5	0.9	1.1	-2.9	3.3	3.0	-1.5	-0.8
CCC(CO)n1cnnc1-c1ccncc1 (centres undefined)	-1.7	-0.7	3.1	3.6	-4.2	0.2	11.5	2.5	1.1	4.8
Cc1cc(=O)oc2c(CN3CCOCC3)c(O)ccc12	-3.9	-1.3	0.4	1.4	-1.7	-0.3	-7.5	-0.2	2.1	-4.4
COCCN(Cc1ccc(C)cc1)C(=O)[C@H]1O[C@@H](n2ccc(=O)[nH]c2=O)[C@H](O)[C@@H]1O	.	-0.9	-0.3	-3.2	-0.5	-0.4	2.0	2.8	1.4	0.9
COCCCC1CCN(C(=O)C2CCC(=O)N(CCc3ccccc3)C2)CC1 (centres undefined)	4.1	4.2	-0.6	-0.1	-4.8	-2.8	2.9	0.9	-9.6	0.1
O=C(C1=C[C@@H](c2ccccc2)C[C@@H](OCc2ccc(CO)cc2)O1)N1CCN(Cc2ccc3c(c2)OCO3)CC1	-22.4	-0.5	-3.9	2.2	-5.4	-1.5	-6.7	-1.4	-0.8	1.3
Cn1c(CCc2nc3ccccc3[nH]2)n[nH]c1=S	2.1	-0.1	-5.5	0.3	-0.3	-2.7	-0.2	0.8	0.7	0.4
O=C(CCn1ccnc1)Nc1ccc2ccccc2c1	-0.6	-3.2	-2.1	-0.6	4.4	1.5	-0.6	4.8	-4.4	-0.6
COc1ccccc1-c1ccc2c(c1)C(C)(Cc1cc(Cl)ccc1C(F)(F)F)C(=O)N2 (centres undefined)	.	5.0	-31.1	-11.5	0.2	0.5	-1.4	6.0	5.8	-17.4
COc1ccc(C(=O)NN=C2CCCC2)c(OC)c1	-2.2	0.0	-0.2	-6.7	1.1	2.0	-3.2	1.4	-1.0	1.7
CN1CCC(=O)N([C@H](CO)Cc2ccccc2)CC1	-4.8	-2.9	2.2	-0.9	8.6	-0.5	-3.9	2.4	-1.4	-7.1
Cc1ccc(OCc2nc(-c3cccs3)no2)c([N+](=O)[O-])c1	-16.5	0.7	-0.5	-3.2	10.8	3.8	-5.3	0.5	-0.4	-0.8
C=CCn1c(=NC(=O)C2COc3ccccc3O2)sc2cc(S(N)(=O)=O)ccc21 (centres undefined)	-8.7	1.0	-15.7	0.3	-3.7	-1.6	-3.6	-3.9	14.0	-2.2
CC1(C)CC(=O)C2=C(C1)Oc1ncn(Cc3ccco3)c(=N)c1C2c1ccccc1 (centres undefined)	-11.3	-0.9	-7.5	2.8	4.7	-0.9	-3.5	2.8	-4.5	-3.1
Cc1[nH]c2ccccc2c1C(=O)C(=O)NCc1nnnn1-c1ccc(F)c(F)c1	-3.0	-0.5	0.9	3.9	3.2	0.4	8.6	4.0	1.8	-8.2
O=C(c1ccc(COCC(F)(F)F)o1)N1CCCC1	-1.6	-4.5	-4.0	12.0	-5.6	4.6	-0.1	-4.8	-0.4	.
CC(C)C(=O)Nc1nnc(Cc2c[nH]c3ccccc23)s1	2.8	-5.8	-4.9	-1.1	7.4	3.6	-4.3	-4.3	-1.8	5.5
CC(C)CN(CC(C)C)C(=S)Nc1ccc(Cl)cc1	-12.7	1.4	-0.6	3.4	-5.7	-0.6	6.6	0.9	-3.9	3.6
COc1cc(F)ccc1CN1CCC(n2nccc2NC(=O)C2CCOC2)CC1 (centres undefined)	4.5	-1.0	0.2	-4.4	2.9	-0.1	-7.1	-2.1	-3.2	0.7
COCC(=O)Nc1ccc2c(c1)[C@@H]1C[C@H](CC(=O)OC)O[C@H](CO)[C@@H]1O2	1.9	0.4	0.7	6.8	2.6	-1.9	-4.7	0.0	2.2	-3.2
COC(=O)c1ccc(C(=O)OC)c(NC(=S)N2CCN(c3ccccn3)CC2)c1	-2.7	-2.3	1.1	-1.9	4.1	2.7	6.1	-2.6	-3.7	1.9
COc1ccc(C(C)(NC(C)=O)c2nc(-c3ccncc3)cs2)cc1 (centres undefined)	.	-3.0	3.8	-1.3	6.6	-1.9	-6.2	-0.1	0.5	-2.9
CCN(C(=S)NCCOC)c1cccc2ccccc12	4.4	0.3	-0.2	-3.9	-0.8	2.8	-5.3	-0.6	-5.3	-4.6
O=c1oc2c3c(nn2c2ccccc12)CCCC3	-4.9	3.4	5.9	7.3	6.4	0.5	9.5	-6.0	-0.4	4.0
Cc1ccc(C)c(NC(=S)N2CCN(S(C)(=O)=O)CC2)c1	0.5	-4.3	3.1	2.9	5.0	0.6	9.3	-5.2	-0.1	-4.7
O=C(NCc1nnc(SCC(=O)N2CCCCCC2)o1)c1ccccc1F	5.1	-1.6	-6.4	7.4	-6.8	-1.6	-8.6	-0.6	-0.4	3.2
O=C(CSC(=S)N1CCOCC1)c1cc(Br)cc(Br)c1O	11.6	1.4	8.2	-39.7	-12.1	2.7	13.5	-3.9	8.2	4.7
CC(=O)c1ccc(C(=O)N2CCC(n3nccc3NC(=O)C3CC3)CC2)cc1	-2.9	-1.1	0.7	2.6	3.9	0.4	12.2	0.8	-1.3	5.3
CCOC(=O)C(=CNc1ccc(-c2ccco2)c(Cl)c1)C(=O)OCC	-20.5	19.8	2.4	-7.1	-4.0	-0.9	-3.5	5.8	1.7	2.7
Cc1cc2c(cc1C)C(c1ccccc1F)CC(=O)N2 (centres undefined)	-1.0	5.1	2.7	-3.6	-7.8	-1.9	0.8	3.4	-3.8	-1.5
COC1(OC)C(/C=C/c2ccc(C)cc2)C(C#N)(C#N)C1(OC)OC (centres undefined)	-2.8	3.4	1.0	3.1	3.0	0.6	3.5	8.5	0.1	4.6
c1cc2c(cc1Nc1nc(-c3ccc4c(c3)OCO4)cs1)OCCO2	17.3	1.1	5.4	-2.5	6.5	0.2	6.5	-1.7	13.3	0.0
CC(C)CC(=O)Nc1cccc(C(=O)Nc2ccccc2C(=O)O)c1	-0.2	-1.0	-12.7	-8.0	-2.4	-1.8	-7.8	6.2	18.9	-0.4
CCCc1c(C(=O)N/N=C/c2ccc(C)s2)nnn1-c1nonc1N	2.6	-2.5	-3.9	-4.7	6.2	3.4	0.4	-2.6	1.4	0.8
Fc1ccc(N2CCN(C(c3cccs3)c3nnnn3CCc3ccccc3)CC2)cc1 (centres undefined)	-3.4	-1.2	-8.1	0.0	4.4	-1.3	15.3	-2.1	-1.5	-8.0
Cc1ccc(Nc2nnc(SCC(=O)NCCN3C(=O)CSC3=O)s2)cc1	0.0	-2.1	-0.1	5.4	-2.0	-4.5	6.0	-1.1	0.5	-0.4
Cn1ncc(Br)c1C(=O)NCc1cccs1	1.6	-1.7	0.5	6.2	1.4	7.3	8.0	2.6	-0.5	1.1
O=C(NCCCCc1ccccc1)C1CC(c2cc(C(F)(F)F)cc(C(F)(F)F)c2)=NO1 (centres undefined)	1.3	-0.7	-5.9	3.4	-2.7	1.6	5.2	1.2	3.6	-5.0
Cc1cccc(C(=O)NCC(=O)OCc2cc(=O)n3ccsc3n2)c1	-3.6	-0.7	11.0	-1.1	11.8	3.9	-10.7	-1.5	-1.8	1.4
